Screening data as filed in PubChem.
SENP8 block = human SENP8 protease inhibitors, primary screen, biochemical, fluorescence, Nedd8 protein substrate, uHTS | Sentrin-specific protease 8 (Homo sapiens), Q96LD8 | recombinant SENP8 | inhibition, % at 20 µM | 360,000 tested, 0.64% active; in the data active = inhibition mostly above about 40%, no sharp cut-off; inactive = mostly below about 27%
Target sequence (Q96LD8 whole entry, looked up): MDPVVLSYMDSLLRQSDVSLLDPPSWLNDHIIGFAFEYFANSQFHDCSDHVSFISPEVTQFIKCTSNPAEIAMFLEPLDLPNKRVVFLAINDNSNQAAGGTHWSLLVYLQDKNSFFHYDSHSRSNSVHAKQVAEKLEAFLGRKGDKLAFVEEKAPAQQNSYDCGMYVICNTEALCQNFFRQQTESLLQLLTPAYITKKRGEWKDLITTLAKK
SENP6 inh = SENP6 protease inhibitors, primary screen, biochemical, luminescence, uHTS. AID 2599, 2010. Recombinant SENP6 catalytic domain, aminoluciferin luminescence. inhibition, % at 10 µM. 330,000 tested, 1.8% active;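 active = inhibition above about 50% at the single tested dose, limit read from the data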;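 note: plate controls were DMSO wells with enzyme for no effect and DMSO wells lacking enzyme for full effect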
MPTP inh = mitochondrial permeability transition pore inhibitors, primary screen, biochemical, isolated mouse mitochondria, absorbance | Ca2+ swelling absorbance, 30 min | inhibition, % at 10 µM | AID 602449, 2012 | 360,000 tested, 1.4% active;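 active = inhibition of 50% or more, scaled per plate between neutral and stimulator controls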;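 note: 0% = DMSO wells given calcium and 100% = 1 mM EGTA wells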
PfG6PD inh = PfG6PD enzyme inhibitors, primary screen, biochemical, fluorescence intensity, uHTS; 350,000 tested, 0.78% active; inhibition, % at 20 µM; PfGluPho enzyme, NADPH resazurin-diaphorase fluorescence; glucose-6-phosphate dehydrogenase-6-phosphogluconolactonase (Plasmodium falciparum 3D7);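 active = inhibition reaching at least a set limit at 20 µM in the primary screen, cut at about 59% in these data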;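 note: 0% = DMSO wells with substrate and 100% = DMSO wells lacking glucose-6-phosphate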
SENP1 FRET inh = human SENP1 catalytic domain inhibitors, primary screen, biochemical, FRET, uHTS; AID 624204, 2012; inhibition, % at 10 µM; recombinant SENP1 catalytic domain, CyPet-SUMO1-YPet FRET cleavage; 360,000 tested, 0.21% active;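 active = inhibition at least 30% at 10 µM, raw YFP signal under a set limit, fluorescence ratio 0.5 to 1.5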;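 note: 0% = enzyme with DMSO and 100% = no enzyme wells; some results filed as inactive read as strong as hits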
Target sequence (Q9P0U3 419-644 limits assumed): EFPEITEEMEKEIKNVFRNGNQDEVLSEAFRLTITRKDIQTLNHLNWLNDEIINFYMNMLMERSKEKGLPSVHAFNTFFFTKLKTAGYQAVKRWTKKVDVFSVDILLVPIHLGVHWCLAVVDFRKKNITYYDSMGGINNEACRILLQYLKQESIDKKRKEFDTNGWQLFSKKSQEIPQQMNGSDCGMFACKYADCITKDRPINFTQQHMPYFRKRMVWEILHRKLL
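Material: hSENP1 catalytic domain, recombinant; medium: Tris pH 8 with BME, BSA, NP40 and catalase; compound: single concentration of 10 µM compound, 0.5% DMSO final; technique: FRET read of cyan and yellow fluorescence; timing: 50 min enzyme reaction, room temperature, light-protected; reagent: SFCypet-SUMO1-SFYpet substrate at 25 nM; control set: no-enzyme low, enzyme-DMSO high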
hIAP activ = human IAP activators, primary screen, biochemical, luminescence, uHTS | purified human IAP, CDP-Star luminescence, 30 min; hits give high values; 1 = vehicle-only enzyme, 0 = enzyme-free background | activation factor at 10 µM | 330,000 tested, 0.16% active;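 active = activation factor of the enzyme at least 2-fold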; note: the source names both 10 and 20 µM as test concentration; values of inactives mirror those of a sister screen read the other way
Target sequence (P09923 whole entry, looked up): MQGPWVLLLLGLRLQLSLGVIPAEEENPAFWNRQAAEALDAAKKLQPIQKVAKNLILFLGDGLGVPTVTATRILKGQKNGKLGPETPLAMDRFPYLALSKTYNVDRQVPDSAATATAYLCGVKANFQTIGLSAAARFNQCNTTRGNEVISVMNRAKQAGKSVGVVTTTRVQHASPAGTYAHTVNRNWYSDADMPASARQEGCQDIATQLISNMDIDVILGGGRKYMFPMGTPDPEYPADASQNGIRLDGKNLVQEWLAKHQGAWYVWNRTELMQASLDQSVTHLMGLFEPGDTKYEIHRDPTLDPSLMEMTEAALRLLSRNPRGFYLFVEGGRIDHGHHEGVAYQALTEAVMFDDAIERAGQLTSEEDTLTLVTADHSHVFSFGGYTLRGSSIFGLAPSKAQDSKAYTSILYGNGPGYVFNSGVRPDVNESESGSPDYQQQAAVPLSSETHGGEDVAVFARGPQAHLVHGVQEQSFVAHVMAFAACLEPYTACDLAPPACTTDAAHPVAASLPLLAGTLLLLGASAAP
GRIN3A LBD mod = binders of NR3A ligand-binding domain, primary screen, biophysical, differential scanning fluorimetry, uHTS. Glutamate receptor ionotropic, NMDA 3A (GRIN3A) ligand-binding domain. NR3A LBD differential scanning fluorimetry, Tm shift; 0% = protein alone, 100% = glycine-bound protein. Tm shift relative to glycine control, % at 25 µM. 340,000 tested, 2.5% active;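 active = melting temperature shift of at least 10% of the positive control shift, at one fixed dose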
ATG4B inh = ATG4B protease inhibitors, primary screen, biochemical, fluorescence, uHTS. Cysteine protease ATG4B (Homo sapiens), Q9Y4P1. ATG4B cleavage of LC3-PLA2, NBD-HPC fluorescence, 1 h. 340,000 tested, 0.51% active. inhibition, % at 8.33 µM; in the data active = inhibition above about 40%
An asterisk follows results filed as active; x = no result given.

Sequence of screens – SENP8 block	SENP6 inh	MPTP inh	PfG6PD inh	SENP1 FRET inh	hIAP activ	GRIN3A LBD mod	ATG4B inh
- N#C/C(=C(/O)c1ccc(Cl)cc1)c1nc2ccccc2[nH]1
→ -126	-14	1.7	-3	-2	0.99	4	-12
- Cc1ccc([C@H]2C[C@H](n3cc(-c4ccc(F)cc4)nn3)[C@@H](O)CN2CC2CCCCC2)cc1
→ -2	x	2.5	38	-3	x	x	x
- Cc1ccc2cccc(NC3OC(=O)c4ccccc43)c2n1 (configuration not stated)
→ 10	51*	-0.8	6	-23	1	-2	-5
- Cc1ccccc1OCC(=O)N/N=C/c1cc2ccccc2nc1Cl
→ -63	-9	2.9	-7	-3	0.81	-7	-32
- Cn1c(=O)n(C)c2cc([N+](=O)[O-])c(N3CCN(C(=O)c4ccccc4)CC3)cc21
→ 12	8	5.3	11	1	0.85	-1	-6
- C[C@@]12C(=O)N(c3ccc(F)cc3)C(=O)N1[C@@H]1c3ccccc3OC[C@@H]1[C@H]2c1ccccc1
→ 8	-15	-0.5	8	2	1.1	1	-1
- COc1ccc(S(=O)(=O)Nc2cc3[nH]c(=O)oc3cc2C)cc1
→ 12	-22	-0.4	-4	3	0.99	0	0
- O=C(NCc1ccncc1)C1CCCN(S(=O)(=O)Cc2ccccc2)C1 (configuration not stated)
→ 9	6	0.0	-1	1	1.1	3	-8
- CCN(CC)CCCn1c(C)cc2c(c1=O)C(c1ccc(OC)c(OC)c1OC)C(C#N)=C(N)O2 (configuration not stated)
→ 12	-7	-1.5	-8	0	1	-2	-23
- O=C(NCCN1CCOCC1)C(=O)NCC1OCCCN1S(=O)(=O)c1ccc(F)cc1 (configuration not stated)
→ 7	-7	-0.7	-5	0	0.92	-1	5
- CCOC(=O)c1c(C)nc(C)c(C(=O)OCC)c1-c1cccc([N+](=O)[O-])c1
→ 11	x	-0.9	-9	1	x	x	x
- COC(=O)C1CCN(C(=O)COC(=O)Cc2c[nH]c3ccccc23)CC1
→ -24	1	-2.7	-5	-1	0.79	0	0
- CCS(=O)(=O)N1CCN(S(=O)(=O)c2ccc(Cl)s2)CC1
→ 5	-8	-0.9	7	-2	0.94	2	-6
- CCCn1c(=O)c(C(=O)Nc2ncccc2C)c(O)c2ccccc21
→ -23	7	7.3	13	-1	0.89	-2	-10
- CC(C)CNCC1OCc2ccccc2CO1
→ 14	-25	-0.6	2	1	1.1	0	1
- CCS(=O)(=O)NCC(c1cccnc1)N1CCN(c2ccccc2F)CC1 (configuration not stated)
→ 22	8	-1.4	-3	0	1.1	0	-9
- CC(NC(=O)COc1cccnc1[N+](=O)[O-])c1ccc(F)cc1 (configuration not stated)
→ 11	26	-1.4	-22	0	0.96	-1	5
- CC(CCc1ccccc1)NC(=O)C1CCN(S(=O)(=O)c2ccc(F)cc2)CC1 (configuration not stated)
→ 6	0	-1.0	3	1	1.2	1	3
- Cc1c(C=O)c2ccccn2c1C(=O)c1ccc(F)cc1
→ -2	6	0.5	7	0	0.99	0	1
- COc1ccc(C2/C(=C(\O)c3ccc4c(c3)OCCO4)C(=O)C(=O)N2Cc2cccnc2)cc1 (configuration not stated)
→ -16	11	-1.4	-32	1	0.89	4	3
- O=C(Nc1ccc2c(c1)CCC2)c1cnc(Cl)c(Cl)c1
→ 12	-8	29	16	1	1.1	-33	-2
- COC(=O)c1ccc(Oc2coc3cc(OCc4ccc([N+](=O)[O-])cc4)ccc3c2=O)cc1
→ -11	-6	0.9	0	5	0.88	0	-9
- Cc1noc(C)c1NC(=O)N(C)C[C@H]1Oc2c(NC(=O)Nc3ccc4c(c3)OCO4)cccc2C(=O)N([C@H](C)CO)C[C@@H]1C
→ 4	-9	0.8	1	0	0.94	1	0
- O=C(Nc1cccc(F)c1)c1cccc(S(=O)(=O)N2CCOCC2)c1
→ 24	6	-0.1	6	0	1.3	0	-10
- COc1ccc(NC(=O)COC(=O)c2ccc(S(=O)(=O)N3CC(C)CC(C)C3)cc2)cc1OC (configuration not stated)
→ 14	x	0.2	-6	1	x	x	x
- COc1ccc(Nc2nc(C)cc(=O)[nH]2)c(OC)c1
→ 1	-23	-0.2	-8	0	0.86	0	-1
- CCN(CC)N=Nc1ccc(C(=O)O)cc1
→ 28	-12	-1.2	-8	2	0.92	-11	10
- Cc1ccc(/C=N/NC(=O)Cn2nnc(N)n2)cc1
→ -1	-20	1.6	-6	2	0.97	-2	-13
- O=C(Cc1ncn[nH]1)NCCc1ccccc1
→ 16	0	-2.1	-22	0	1	-2	12
- CS(=O)(=O)N1CCC(C(=O)NCC2CCCO2)CC1 (configuration not stated)
→ 12	-29	0.2	-3	0	0.91	-17	7

Two of these compounds in another layout.
structure	SENP8 block	SENP6 inh	MPTP inh	PfG6PD inh	SENP1 FRET inh	hIAP activ	GRIN3A LBD mod	ATG4B inh
CCS(=O)(=O)NCC(c1cccnc1)N1CCN(c2ccccc2F)CC1 (configuration not stated)	22	8	-1.4	-3	0	1.1	0	-9
CS(=O)(=O)N1CCC(C(=O)NCC2CCCO2)CC1 (configuration not stated)	12	-29	0.2	-3	0	0.91	-17	7

Next entries.
Sequence of screens – SENP8 block	SENP6 inh	MPTP inh	PfG6PD inh	SENP1 FRET inh	hIAP activ	GRIN3A LBD mod	ATG4B inh
- Cc1c(/C=N\NC(=O)c2c[nH]c3ccccc23)cnn1C
→ 13	-3	0.2	-9	0	1	-7	1
- CCC(C)[C@H]1CNC(=S)N1CCc1cc(C(F)(F)F)cc(C(F)(F)F)c1 (some centres not stated)
→ 14	13	0.5	16	6	1.2	-11	0
- COc1ccc(OCCOC(=O)CNC(=O)c2ccc(F)cc2)cc1
→ 19	x	0.7	-16	1	x	x	x
- CCc1c(C(C)S(=O)(=O)c2ccc(C)cc2)[nH]c(=O)n1-c1ccc(OC(F)(F)F)cc1 (configuration not stated)
→ 14	-18	6.0	4	-1	1.1	-4	-11
- Cc1ccccc1NC(=O)CN1C(=O)NC(C)(c2ccc3c(c2)OCO3)C1=O (configuration not stated)
→ 16	-7	-0.9	-12	3	0.99	-1	4
- CC1CCCCC12NC(=O)N(CC(=O)N1CCN(S(=O)(=O)Cc3ccccc3)CC1)C2=O (configuration not stated)
→ 4	1	-1.2	-2	1	0.95	-2	-3
- COc1ccccc1-c1cc(=O)c2c(O)ccc([N+](=O)[O-])c2o1
→ 20	-11	1.8	-6	0	0.97	-2	-9
- O=[N+]([O-])c1ccc(N2CCCC2)cc1NC(c1ccccc1)c1ccccc1
→ 56*	-3	0.9	7	2	1.1	14*	-4
- COc1cc(/C=N/NC(=S)N/N=C/c2cc(OC)c(OC)c(OC)c2)cc(OC)c1OC
→ -168	3	1.9	5	-4	1.2	-5	-8
- Cc1cccc(-n2nc3c(c2NC(=O)CCC2CCCCC2)CS(=O)C3)c1C (configuration not stated)
→ 6	1	0.1	1	-1	0.96	-1	-5
- Nc1c(N(Cc2ccco2)C(=O)c2ccc(Cl)cc2)c(=O)[nH]c(=O)n1Cc1ccccc1
→ -21	4	-1.9	9	-29	1.1	1	-6
- CCN(CC)C(=O)c1sc(NC(=O)c2ccc(C)c([N+](=O)[O-])c2)c(C#N)c1C
→ 37	-23	3.8	-14	2	1.1	0	-2
- CCc1cc(=O)oc2c3c(cc(OCC(=O)Nc4cccnc4)c12)OC(C)(C)CC3
→ -206	-2	1.1	18	0	0.97	-8	-12
- C/C(=N/NC(=O)c1sc(=S)n(C)c1C)c1ccccc1
→ 14	2	1.5	-10	2	0.91	1	-3
- COc1cc(CNC(=O)C2CC(O)CN2C(=O)Nc2ccccc2)cc(OC)c1OC (configuration not stated)
→ 5	x	-1.0	12	2	x	x	x
- CCCc1nc2ccccc2c(=O)n1CCc1ccccc1
→ 13	12	-0.3	1	1	1.1	2	7
- O=C(Nc1ccc2c(c1)OCO2)c1cccc(Cl)c1
→ 10	92*	6.6	23	1	0.9	2	-11
- CCCCOc1ccc(C(=O)N2CCC(C)CC2)cc1
→ -404	-8	0.5	-13	-1	0.98	-2	11
- O=C(CS(=O)Cc1ccccc1Cl)Nc1ccccc1Cl (configuration not stated)
→ 13	7	0.0	2	-1	0.95	-1	11
- CCCN(CC(=O)Nc1ccccc1C)C(=O)COc1c(Cl)cccc1Cl
→ 4	8	-0.4	1	2	0.96	-1	12
- O=C(NCCN1CCN(c2ccccc2)CC1)Nc1cccc(Br)c1
→ 11	11	0.8	-4	1	1.1	-4	6
- COc1cc2c(=O)n(CCC(=O)NCC3CCCO3)c(=O)n(CC(=O)Nc3ccccc3C)c2cc1OC (configuration not stated)
→ -123	14	1.9	13	3	0.94	2	6
- Cc1cc(NC(=O)CSc2nnc(-c3ccco3)n2CC2CCCO2)no1 (configuration not stated)
→ -4	-6	21	3	-1	0.94	0	13
- CCOc1ccc(C(C)NC(=O)Nc2ccccc2C(=O)OC)cc1 (configuration not stated)
→ -228	4	-0.5	-1	1	1.1	2	-4
- CC(Sc1nc2ccccc2c(=O)n1Cc1ccco1)C(=O)c1ccccc1 (configuration not stated)
→ 7	-43	0.7	-30	3	0.91	9	-1
- Cc1ccc(S(=O)(=O)N2CCC(C(=O)NCCCN3CCCC3=O)CC2)cc1
→ 2	-22	1.6	-8	0	1.2	2	-9
- O=C(Cc1ccc(S(=O)(=O)N2CCOCC2)s1)Nc1nc2c(s1)CCCC2
→ -10	-1	-8.3	11	-24	1	-2	6
- O=S(=O)(c1ccc(Cl)c(NC(=S)N/N=C/c2ccc(O)cc2)c1)N1CCOCC1
→ 5	-9	9.9	-20	-3	1.2	-4	-21
- Cc1cccc(N(C)S(=O)(=O)c2c[nH]c3ccc([N+](=O)[O-])cc23)c1
→ 19	23	24	51	1	1	2	-3
- CSc1ccccc1NC(=O)CN(C)C(=O)c1ccc(NC(=O)c2cccs2)cc1
→ 1	-8	-0.1	11	1	0.94	0	-4
- O=C(Nc1ccccc1)N1CCn2c1nc1ccccc12
→ 15	2	1.5	19	0	1.1	-16	-10
- C=CCN1C(=O)C(C)(C)N(C(=O)c2cccc([N+](=O)[O-])c2)c2ccccc21
→ 9	16	-0.1	17	4	0.85	-2	-4
- COc1ccc(C(=O)N/C(=C\c2ccc3c(c2)OCO3)C(=O)Nc2ccc(C(=O)O)cc2)cc1
→ -15	-16	-1.1	-17	-49	1.1	1	1
- COc1ccc(/C=C/C(=O)OCC(=O)NCCC2=CCCCC2)cc1OC
→ -363	-2	0.0	-15	2	1	-4	-6
- COc1ccc(NS(=O)(=O)c2cc(NC(=O)[C@H](C)NC(N)=O)ccc2N2CCCC2)cc1
→ -106	-17	-1.4	36	-8	0.89	-2	-4
- CC(C)c1ccc(C2CC(=O)N3CN(C)CSC3=C2C#N)cc1 (configuration not stated)
→ -26	17	-1.6	86*	-15	0.95	-24	-1
- Cc1ccc(CNc2nc(N)c([N+](=O)[O-])c(Nc3cccc(F)c3)n2)cc1
→ 12	-3	5.9	0	4	1.1	5	-9
- Cc1ccc([N+](=O)[O-])cc1N
→ 16	2	1.2	-17	3	1	-5	2
- CCOC(=O)Cc1csc(SCc2nc3ccccc3c(=O)[nH]2)n1
→ 4	-4	0.4	-11	-3	0.98	-1	-3
- COc1cccc(-c2cc(C(=O)Nc3cc(OC)c(OC)c(OC)c3)no2)c1
→ 17	-21	-0.6	19	3	0.94	-9	-6
- Cc1ccc(-c2csc(NC(=O)CSc3nc(C)cc(=O)[nH]3)n2)cc1
→ x	4	x	-10	x	0.83	-9	-19
- CC1(c2nnc(-c3ccc(F)cc3)o2)CC(c2cccc(Cl)c2)=NO1 (configuration not stated)
→ 14	4	2.2	9	2	0.83	-4	-2
